# All columns: NCI-60 one-dose screen, growth in % after 48 h at 10 µM unless noted; 100 = growth as untreated, 0 = no growth, -100 = all killed.
# K-562: K-562 leukemia. 78,000 compounds, 7.4% hits. AID 1794777
# MDA-MB-435: MDA-MB-435 melanoma. 82,000 compounds, 7.8% hits. AID 1794794
# MDA-MB-468: MDA-MB-468 breast cancer; 78,000 compounds, 8.5% hits
# SR: SR leukemia cells | 73,000 compounds, 8.7% hits | AID 1794780
# MDA-MB-231: MDA-MB-231 breast cancer. 81,000 compounds, 5% hits
# MCF7: MCF7 breast cancer; 82,000 compounds, 6.3% hits; AID 1794796
# MOLT-4: MOLT-4 leukemia cells; 80,000 compounds, 6.9% hits
# BT-549: BT-549 breast cancer; 78,000 compounds, 4.4% hits; AID 1794793
# * hit, by the source's call; nt = not tested or not shown; & = joins results of further samples. How the source made its calls: active means growth percent below 10; inactive means the rest. Compounds were not picked by outcome; any-hit rate near 15%.
Molecule	SR	MCF7	BT-549	MDA-MB-435	MDA-MB-468	K-562	MDA-MB-231	MOLT-4
O=C(Cn1cc(CO)nn1)Nc1nc(-c2ccc(F)cc2)cs1	119	91	91	98	101	110	97	99
COc1ccc(C2=Nc3c(N)nc(N)nc3NC(c3sc(Cl)nc3Cl)C2)cc1 (centres undefined)	43	78	92	25	52	30	93	98
COc1ccc(C(=O)NNC(=O)CSc2nc3sc4c(c3c(=O)n2-c2ccc(Cl)cc2)CCCC4)cc1	48	63	34	93	88	57	44	64
COc1cc(F)c(Cn2c(-c3c(F)cc(OC)cc3F)nc3c(C)cccc32)c(F)c1	82	83	75	95	83	75	96	50
Cc1[nH]n(C(N)=S)c(=O)c1N=Nc1ccc(F)c(Cl)c1	80	103	143	107	154	95	89	77
O=c1c(/C=C/c2ccco2)nnc2sc(Nc3ccc(Cl)cc3)nn12	96	82	100	100	nt	98	96	96
Cc1[nH]c2ncnc(Nc3ccc(NC(=O)Nc4cccc(Cl)c4)c(F)c3)c2c1C	120	84	116	nt	98	88	97	87
O=C1/C(=C/c2ccc(F)cc2)COc2ccc(O)cc21	1.1*	7.9*	78	63	86	4.8*	97	52
O=S(=O)(c1ccc(NCSc2nc3ccccc3s2)cc1)c1ccc(NCSc2nc3ccccc3s2)cc1	83	98	87	112	96	77	86	77
C[n+]1c(-c2ccc(NC(=O)c3ccc(C(=O)Nc4ccc(-c5cn6ccccc6[n+]5C)cc4)cc3)cc2)cn2ccccc21	nt	31	56	33	62	30	nt	56
COc1ccc(-c2cc(-c3cccn3C)c(C#N)c(=O)n2C(=S)Nc2ccc(F)cc2)cc1OC	72	104	110	100	93	73	112	82
COC(=O)c1ccc(Nc2ccnc(-c3cncc4ccccc34)n2)cc1	57	80	95	42	88	63	89	99
COc1ccc(/C=C2\SC(=O)N(CN3CCN(c4cc5c(cc4F)c(=O)c(C(=O)O)cn5C4CC4)CC3)C2=O)cc1	102	95	86	98	108	114	106	116
CN1CCN(CC(O)COc2c(Br)c(Br)c(Br)c3c2OC(C)(C)C3)CC1 (centres undefined)	-26*	60	78	19	nt	-17*	50	18
COc1ccc(-c2nc3sc4c(c3c(=O)[nH]2)CCCC4)c2ccccc12	7.0*	9.6*	nt	-70*	25	5.1*	10	14
FC(F)(F)CN1CCN(CCn2c(C(F)(F)F)cc3c(Cl)ncnc32)CC1	-55*	25	-27*	39	-64*	-20*	-36*	-39*
CS(=NC#N)c1ccc(-c2cnc(N)c(C(=O)Nc3ccccc3)n2)cc1 (centres undefined)	57	76	83	84	85	62	101	74
CN(C(=N)N)c1ccccc1	106	99	105	108	95	97	113	96
NC(=O)c1c(NC(=O)/C=C/c2cccs2)sc2c1CCC(=O)C2	11	14	20	14	37	14	25	22
CC12CCC3c4ccc(O)cc4CCC3C1C[C@H](O)[C@@H]2O (some centres undefined)	nt	nt	108	94	108	112	nt	88
c1ccc(NN=C(c2ccccc2)c2ccccc2)cc1	72	96	106	97	82	47	nt	76
CCC1S/C(=N\S(=O)(=O)c2ccc(N)cc2)NC1=O (centres undefined)	103	107	107	111	99	97	98	107
COc1cc2c(cc1OC)CN1CCc3cc(OC)c(OC)cc3C1C2 (centres undefined)	96	100	105	101	113	99	97	96
O=C(/C=C/c1cn(Cc2ccc(Cl)cc2)c2ccccc12)c1ccc(Cl)cc1	85	88	103	101	22	35	97	94
Cc1c(-c2ccccc2)[nH]c2ccccc12	102	80	nt	111	88	110	95	100
CCN(CC)CCOC(COc1ccccc1)COc1ccccc1	117	106	nt	112	96	105	97	98
CCc1cccc2c3c(sc12)C(c1ccc(F)cc1)C(C#N)=C(/N=C/c1ccc(Cl)cc1)O3 (centres undefined)	19	14	2.8*	-5.7*	31	10	30	25
CS(=O)(=O)c1ccc(N/N=C/c2c(-c3ccc(S(C)(=O)=O)cc3)[nH]c3ccc(F)cc23)cc1	nt	19	24	40	64	11	30	-1.4*
Brc1ccc(-c2nocc2-c2c[nH]c3ccccc23)cc1	115	75	64	98	103	104	88	94
C[C@H]1c2[nH]c3ccccc3c2C[C@H]2C(=O)N(CCCCCCC(=O)NO)CC(=O)N21	31	71	97	84	60	57	78	52
CC(C)(C)[Si](C)(C)OC1[C@@H](CNC(=O)NC(=O)CCl)O[C@@H](n2cnc3c(N)ncnc32)[C@H]1O[Si](C)(C)C(C)(C)C (some centres undefined)	-58*	-75*	-71*	-90*	-2.5*	-34*	-77*	-54*
Fc1cccc(F)c1C#Cc1ccc2cccnc2c1	75	15	96	107	37	nt	78	72
Nc1ccc(-c2ccc(N)c([N+](=O)[O-])c2)cc1[N+](=O)[O-]	93	33	101	92	10	93	90	85
O=Nc1ccc(NO)cc1	98&112	95&113	97&107	103&109	97&114	100&101	95&92	97&103
N#Cc1c(-c2ccc(Cl)cc2Cl)c(C(N)=O)c(N)n(Cc2nc3ccccc3[nH]2)c1=O	92	62	102	107	91	94	86	97
O=C(CCl)N1CCN(C/C=C/c2ccccc2)CC1	23	62	94	85	81	88	100	71
CC(=O)O[C@H]1CC[C@]2(C)[C@H]3CC=C4[C@@H]5[C@@H](C)[C@H](C)CC[C@]5(C(=O)OCC(COC(=O)C(Cl)Cl)(COC(=O)C(Cl)Cl)NC(=O)C(Cl)Cl)CC[C@@]4(C)[C@]3(C)CC[C@H]2C1(C)C	59	41	89	85	50	40	53	58
Cn1cccc1C(=O)C1C(c2ccc(Cl)cc2)C2CCCN2C12C(=O)Nc1ccccc12 (centres undefined)	94	95	90	98	104	77	93	93
O=C(c1cc(Cl)ccc1O)C(Br)C(Br)c1ccccc1 (centres undefined)	90	40	114	95	79	87	94	96
C=C1C(=O)O[C@H]2[C@H]1CC/C(COC(=O)CCC(=O)NCCCNC(=O)CCC(=O)OC/C1=C/CC[C@@]3(C)O[C@H]3[C@H]3OC(=O)C(=C)[C@@H]3CC1)=C\CC[C@@]1(C)O[C@@H]21	97	81	104	108	92	79	101	82

# Among those listed so far, two have an aryl thioether with sulfur outside any ring:
Molecule	SR	MCF7	BT-549	MDA-MB-435	MDA-MB-468	K-562	MDA-MB-231	MOLT-4
COc1ccc(C(=O)NNC(=O)CSc2nc3sc4c(c3c(=O)n2-c2ccc(Cl)cc2)CCCC4)cc1	48	63	34	93	88	57	44	64
O=S(=O)(c1ccc(NCSc2nc3ccccc3s2)cc1)c1ccc(NCSc2nc3ccccc3s2)cc1	83	98	87	112	96	77	86	77

# (more compounds)
Molecule	SR	MCF7	BT-549	MDA-MB-435	MDA-MB-468	K-562	MDA-MB-231	MOLT-4
Cc1ccc2oc(-c3ccc(O)cc3)cc(=O)c2c1	65	107	85	101	100	91	114	64
C=CCC(CC=C)(C(=O)OCC)C(=O)OCC	124	110	109	112	100	96	112	118
CCc1ccc(-c2ccc3c4c(cccc24)C(=O)N(c2nc4ccccc4s2)C3=O)cc1	97	100	98	108	109	98	99	106
CCCCCN1C(=O)/C(=c2\sc3n(c2=O)NC2C(N=3)N(CC)C(=O)N2CC)c2cc(Cl)ccc21 (centres undefined)	71	86	113	101	101	80	97	86
O=C(c1ccc(Nc2nccc(NCCCCNc3ccnc4cc(Cl)ccc34)n2)cc1)N1CCCCC1	-27*	4.1*	98	-68*	-25*	-25*	-9.3*	nt
c1cc(-c2ccc3c(c2)OCO3)n2nccc2n1	nt	90	101	98	95	102	106	97
COc1cc(/C=C/c2cc(O)c(C(C)=O)c(O)c2)cc2c1O[C@]1(C)CC[C@@H](O)C(C)(C)[C@H]1C2	30	45	22	73	78	32	38	20
COc1ccc(/C=C/C(=O)c2ccc(Nc3nc(Nc4ccc(F)cc4)nc(Nc4ccc(Cl)cc4)n3)cc2)cc1	-2.4*	72	116	97	nt	85	95	22
Oc1ccccc1C=Nc1cccc2c1C(O)c1ccccc1-2 (centres undefined)	82	nt	100	99	95	90	79	88
COc1ccc(C(C)=O)cc1S(=O)(=O)Nc1c(N)nc(N)[nH]c1=O	84	95	92	103	101	84	102	86
COC(=O)c1cc([N+](=O)[O-])cc2ccccc12	102	102	102	97	98	99	119	98
Oc1c(-c2nc(=S)[nH][nH]2)ccc2ccccc12	nt	87	101	107	104	90	90	99
O=C(N/C(=C/c1cc2ccccc2nc1Cl)c1nc2ccccc2[nH]1)c1ccccc1	nt	87	90	97	109	70	87	66
S=C(Nc1ccccc1)N1CCN(c2ccccc2)CC1	92	107	104	97	98	93	106	96
N=C(N)c1ccc(-c2ccc(-c3ccco3)o2)nc1	100	50	101	92	52	101	96	92
CC1=NN(c2cccc(Cl)c2)C(=O)/C1=C/c1ccc2c(c1)Cc1ccccc1-2	nt	100	106	104	109	nt	110	104

# Reprinted at random: 4 records from the list, in no set order.
Molecule	SR	MCF7	BT-549	MDA-MB-435	MDA-MB-468	K-562	MDA-MB-231	MOLT-4
COc1ccc(C2=Nc3c(N)nc(N)nc3NC(c3sc(Cl)nc3Cl)C2)cc1 (centres undefined)	43	78	92	25	52	30	93	98
COc1cc(F)c(Cn2c(-c3c(F)cc(OC)cc3F)nc3c(C)cccc32)c(F)c1	82	83	75	95	83	75	96	50
Oc1ccccc1C=Nc1cccc2c1C(O)c1ccccc1-2 (centres undefined)	82	nt	100	99	95	90	79	88
Cc1[nH]n(C(N)=S)c(=O)c1N=Nc1ccc(F)c(Cl)c1	80	103	143	107	154	95	89	77

# Later entries.
Molecule	SR	MCF7	BT-549	MDA-MB-435	MDA-MB-468	K-562	MDA-MB-231	MOLT-4
O=C(O)c1cccc2c1C(=O)N(c1ccc3c(c1)Cc1ccccc1-3)C2=O	102	94	nt	111	107	105	113	101
Cc1ccc(-n2c(C3=C(O)c4ccccc4C3=O)nnc2-c2ccccc2)cc1	92	74	106	111	103	95	87	94
CCN(CC)c1ccc(/C=N/NC(=O)CSc2nc3ccccc3c(=O)n2CCc2ccc(S(N)(=O)=O)cc2)cc1	73	82	81	92	109	50	82	50
COc1ccc(Nc2nc(N)nc3c2CCc2occc2-3)cc1	86	79	78	105	101	92	100	94
CCn1c(SCc2ccccc2)nnc1-c1nn(-c2ccc(Cl)cc2Cl)c(-c2ccc(Cl)cc2)c1C	58	44	83	71	45	54	72	51
CCN(CC)CCSc1nc2ccccc2s1	103	104	114	109	107	101	110	102
COc1ccc(C2=NN(c3ccccc3)C(c3ccc(OC)c(OCc4ccccc4)c3)C2)cc1OC (centres undefined)	104	85	107	97	101	95	100	97
CCOC(=O)CSc1sc(C(=O)OCC)c(N)c1N(CC)S(=O)(=O)c1ccc(Cl)cc1	86	91	110	107	95	93	111	84
NC(=O)c1c(NC(=O)c2ccc(F)cc2F)sc2c1CCC(=O)C2	36	52	42	74	82	16	39	41
O=C(O)c1cn(C2CC2)c2cc(N3CCN(C(=O)N/N=C/c4ccccc4)CC3)c(F)cc2c1=O	54	97	93	106	84	89	120	85
CN(C)CCNc1cc(-c2ccccc2)nc2ccccc12	-23*	-25*	-78*	-55*	-33*	0.5*	-34*	0.9*
CCCCCCCCCCCCCCCCNC(=S)N/N=C/c1ccccc1OCC	110	97	94	105	105	94	103	107
CC1(C)COC(c2ccc(Cl)cc2)OC1	92	88	112	107	110	114	101	102
COc1ccc2c(c1)CC[C@@]1(C)[C@H](C)C=C(I)[C@@]21CCCO	82	93	114	83	104	74	97	98
c1ccc2n[nH]nc2c1	99	98	105	109	103	89	108	99
O=C(OCCO)c1ccccc1	88	97	109	103	94	103	111	95
CN1N=C2c3cn(C)cc3CCC2C1=O (centres undefined)	84	96	101	124	nt	102	109	96
CCOC(=O)N(Cc1ccccc1)Cc1ccccc1	101	108	107	104	105	108	99	104
COc1cc(-c2nc(-c3nnc(-c4ccccc4Cl)o3)c3ccccn23)cc(OC)c1OC	72	82	90	100	88	66	91	56
CCCC/C=N/N1C(=S)N(Cc2ccccc2)[C@]23OC(N)=C(C#N)[C@]12C(=O)c1ccccc13	92	105	96	111	85	87	103	101
CCOP(=O)(OCCCl)c1nc(-c2ccc(C)cc2)oc1NCc1ccccc1 (centres undefined)	67	50	92	87	63	50	65	44
c1nc2nonc2nc1C12CC3CC(CC(C3)C1)C2	67	81	89	84	80	81	103	85
COc1ccc(N2CCN(c3nc(-c4ccncc4)nc4sc5c(c34)CCCCCC5)CC2)cc1	nt	82	117	95	99	77	88	84
CC(=O)O[C@H]1C[C@H](n2cc(F)c(N)nc2=O)O[C@]1(C)CO[Si](c1ccccc1)(c1ccccc1)C(C)(C)C	45	24	70	60	61	36	75	36
COC(=O)C1(C)CCC[C@]2(C)[C@H]3C[C@H]4C(C(C)C)=C[C@]3(CC[C@@H]12)[C@@H]1C(=O)CC[C@H](OC(=O)c2ccco2)[C@@H]14 (some centres undefined)	62	80	110	92	87	70	79	82
N#Cc1c(-c2ccccc2)nc(SCC(=O)N2CCN(c3ccccc3)CC2)[nH]c1=O	91	nt	91	108	106	112	115	nt
O=C1CC(NCCO)C(=O)NN1 (centres undefined)	109	97	100	102	nt	104	115	102
Oc1ccc(N=Nc2ccccc2)cc1	84	112	82	105	107	100	92	77
CC1(C)CC[C@]2(CO)CC[C@]3(C)[C@@H](NC(=O)C[C@@H]4[C@@]5(C)CC[C@H](O)C(C)(C)[C@@H]5CC[C@]43C)[C@@H]2C1	90	95	100	103	105	94	109	98
CC1CC(=O)N(Cl)C(=O)N1Cl (centres undefined)	99	98	101	106	109	96	110	96
O=C(Nc1nc(-c2ccccc2Cl)cs1)c1cc(-c2ccccc2)nc2ccc(Cl)cc12	22	26	12	8.0*	91	25	47	26

# Screening data (PubChem BioAssay)
